# High-throughput results: PubChem, National Center for Advancing Translational Sciences (NCATS)
# Sm TGR block = inhibitors of Schistosoma mansoni thioredoxin glutathione reductase; Q962Y6; purified TGR, DTNB reduction, TNB absorbance 405 nm; Potency, µM (highest dose often 114 µM), for the others: top-dose activity change, negative = inhibition, hits mostly inhibitors; 360,000 tested, 3% active; AID 485364; further: potency means the concentration at half of the fitted maximal effect; on the % scale 0 is the no-effect control and ±100 the full control effect; nearly all actives have a fitted effect of over 60% in size
#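 Kinetic colorimetric format: TGR-catalysed, NADPH-driven DTNB reduction monitored via TNB absorbance. Enzyme dispensed at 20 nM; compound exposure 15 min at room temperature before reaction start.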
# Giardia FBPA inh = blocks Giardia fructose-bisphosphate aldolase activity; A8B2U2; purified Giardia FBPA; Potency, µM (highest dose often 59.6 µM), without a hit: at the highest dose activity, negative = inhibition, most hits filed as inhibitors; 290,000 tested, 0.71% active; further: potency means the concentration at half of the fitted maximal effect; on the % scale 0 is the no-effect control and ±100 the full control effect; nearly all actives have a fitted effect of over 55% in size
# Target sequence (A8B2U2 whole entry, looked up): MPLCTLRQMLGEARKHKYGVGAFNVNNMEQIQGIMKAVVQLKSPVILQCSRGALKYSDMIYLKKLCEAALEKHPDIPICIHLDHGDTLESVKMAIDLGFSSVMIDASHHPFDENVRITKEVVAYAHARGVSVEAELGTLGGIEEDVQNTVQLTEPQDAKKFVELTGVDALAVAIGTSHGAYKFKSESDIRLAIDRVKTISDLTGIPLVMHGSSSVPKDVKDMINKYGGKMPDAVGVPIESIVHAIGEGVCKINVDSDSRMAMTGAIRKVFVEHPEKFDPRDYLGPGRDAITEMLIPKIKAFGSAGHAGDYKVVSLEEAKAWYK
#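 Giardia FBPA (40 nM reagent) was preincubated 10 min at RT with compound (up to 57.5 uM final), then substrate plus GAPDH/TPI/NAD/arsenate coupling system with diaphorase/resazurin was added; resorufin fluorescence (525/598 nm) was read after 20 min.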
# Cycloheximide cs = affects cycloheximide protein synthesis inhibition readout, counter-screen. cell reporter, cycloheximide protein synthesis inhibition counterscreen. max response, %. 300,000 tested, 12% active; in the data active means max response mostly above about 13%, no sharp cut-off; inactive means mostly below about 14%; further: read at 38.3 µM for the half of the compounds with a filed dose; 0% is about no effect
# Pf growth 48h = inhibits P. falciparum growth in the first generation, 48 h; P. falciparum luciferase growth in erythrocytes, 48 h; Potency, µM (top dose mostly 28.7 µM), for the others: at the highest dose activity change, negative = inhibition, usual class: inhibitors; 310,000 tested, 5.9% active; further: potency means the concentration at half of the fitted maximal effect; on the % scale 0 is the no-effect control and ±100 the full control effect
#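 Erythrocytes infected with P. falciparum carrying an integrated firefly luciferase reporter (2% hematocrit, 0.1% parasitemia final) were exposed to compounds in RPMI 1640 with 0.5% Albumax at 37 C, 5% CO2. Growth inhibition was scored as reduced luminescence.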
# Shiga toxin inh = inhibitors of Shiga toxin in Vero cells | inhibition, % at 38.7 µM | Vero cells, Shiga toxin protein synthesis inhibition reporter | 290,000 tested, 9.2% active; in the data active means inhibition mostly above about 28%, no sharp cut-off; inactive means mostly below about 43%; further: 0% is about no effect
# Pf growth 96h = inhibits malaria parasite growth, 96 h; P. falciparum luciferase reporter growth, 96 h; Potency, µM (highest dose often 28.7 µM), without a hit: at the highest dose activity change, negative = inhibition, hits mostly inhibitors; 320,000 tested, 6.9% active; AID 504834; further: potency means the concentration at half of the fitted maximal effect; on the % scale 0 is the no-effect control and ±100 the full control effect
#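 Compounds incubated with erythrocytes infected by luciferase-expressing P. falciparum (2% hematocrit, 0.05% parasitemia final) for 96 hours, 37 C in 5% CO2. Growth inhibition scored as decreased luciferase luminescence.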
# An asterisk follows results filed as active; i = inactive; ? = inconclusive; / = not tested or not shown; [ ] = another dose, or the depositor's remark. Unless noted, the call rests on the fitted dose curve; in most records, active means well fitted curve in the direction sought with a large enough effect; inconclusive means small, poorly fitted or top-dose-only effect, or another doubt; inactive means no such curve, though single readings can be large; an effect the other way counts as inactive or inconclusive. An unsorted share of the library; overall some 24% were active at least once.
SMILES,Sm TGR block,Giardia FBPA inh,Cycloheximide cs,Pf growth 48h,Shiga toxin inh,Pf growth 96h
O=C1c2ccccc2C(=O)N1c1ccc(Br)c2cccnc12,-1%,1%,3,34%[activator],-2,25%
CC1(C)CSC(=NCc2ccccc2)N1C(=O)c1cccc([N+](=O)[O-])c1,-1%,4%,6,6%,-14,4%
COC(=O)c1ccc(NC(=S)NC2c3ccccc3CC2O)cc1 (stereo not drawn),0%,0%,0,16%,16,-18%
Cc1ccc(NC(=O)C(c2ccccc2)N2CCN(CC(=O)N3CCOCC3)CC2)cc1 (stereo not drawn),-22%,/,/,?,/,-27%
COC(=O)c1sc2ccccc2c1-n1cccc1C(=O)C(=O)Nc1ccc(C)cc1,0%,-8%,5,25%,26,45%[activator]
CCCC/C=C/[C@@H](c1ccccc1)C1COC(=O)CC1O (stereo partly drawn),/,2%,2,/,3,/
O=C(Nc1ccccc1)Nc1ccccc1Br,-2%,-1%,68*,161%[activator],117*,203%[activator]
COc1cccc(NC(=O)CN(C)C(=O)c2c(C)nn(-c3ccccc3)c2Cl)c1,2%,/,/,?,/,?
Cc1ccc(NC(=S)N2CCC(NC(=O)c3cccc(F)c3)CC2)cc1,-10%,0%,-3,?,-5,5%
Cc1occc1C(=O)N/N=C/c1cccc2ccccc12,8%,8%,44*,37%[activator],87*,?
O=C(N/N=C/c1cn(-c2cccs2)nc1-c1ccccc1)c1ccccc1O,-4%,-6%,49*,?,94*,6.6µM*
CCOc1cc(S(=O)(=O)NCCc2cccc(C)c2)c(OCC)cc1-n1cnnn1,-5%,-3%,5,9.3µM*,-5,6.6µM*
COc1cccc(-c2nc(=S)c3c(o2)CCCC3)c1,3%,?,42*,i,120*,-5%
CCCN1CCN(C(=O)c2ccc(CS(=O)c3ccc(F)cc3)o2)CC1 (stereo not drawn),-12%,/,-3,13%,-8,9%
O=C(NC(=S)Nn1cnnc1)c1ccccc1Br,-2%,11µM*,1,22%,-5,77%[activator]
CCCCOc1ccc(N(CC(=O)NCc2ccco2)C(=O)CCC(=O)Nc2nccs2)cc1,0%,12%,-5,-19%,-12,?
Cc1cccc(N(CC(=O)NCCSc2nc3ccccc3s2)S(=O)(=O)c2ccccc2)c1,-12%,7%,-2,-16%,-9,-12%
COc1ccccc1NS(=O)(=O)c1cc(NC(=O)C(C)C)ccc1N1CCCCC1,9%,-10%,0,-20%,-7,?
Cc1ccc(C)c(-c2nc3ccc(N)cc3[nH]2)c1,2%,-9%,14*,?,33,-2%
COc1ccccc1NS(=O)(=O)c1cccc(C(=O)NNC(=O)c2ccc(NC(C)=O)cc2)c1,-24%,/,/,?,/,?
Cc1nn(C(C)C(=O)NCc2ccc(Cl)cc2)c(=O)c2cc3occc3n12 (stereo not drawn),-11%,/,-2,23%,2,?
NC(=O)c1ccsc1NC(=O)c1ccc(S(=O)(=O)N2CCCCC2)cc1,6%,1%,46*,/,65*,?
COc1ccc(C(C)=O)cc1CSc1nc2cc(C(=O)O)ccc2c(=O)n1Cc1ccccc1,22µM*,28%,-4,-1%,-2,-32%
COC(=O)/C=C1\N/C(=N/c2nc(C)c3cc(OC)ccc3n2)NC1=O,4%,22%,0,?,-19,-16%
CN(C)C(CNC(=O)c1ccc2[nH]c(=O)c(=O)[nH]c2c1)c1ccco1 (stereo not drawn),6%,/,/,6%,/,-28%

# The list continues.
SMILES,Sm TGR block,Giardia FBPA inh,Cycloheximide cs,Pf growth 48h,Shiga toxin inh,Pf growth 96h
COc1ccc2nc(C)cc(N/N=C/c3cccc(OC)c3O)c2c1,6%,9%,10,0.093µM*,14,-9%
CC(c1nccs1)N(C)C(=O)c1cn(Cc2cccc3ccccc23)nn1 (stereo not drawn),-4%,-7%,40*,28%,123*,1%
COc1cccc(/C=C/C(=O)N2CC(C)OC(C)C2)c1OC (stereo not drawn),-9%,0%,6,13%,1,43%[activator]
CCC1S/C(=C(\C#N)C(N)=O)N(c2ccc(F)cc2)C1=O (stereo not drawn),0%,2%,2,-10%,-16,3%
Cc1cccc(Nc2nc(NCC3CCCO3)nc(N)c2[N+](=O)[O-])c1 (stereo not drawn),8%,3%,-5,1%,-7,?
COc1ccc2cc(C(=O)Nc3ccccc3)sc(=O)c2c1OC,9%,3%,43*,-7%,34*,?
CCC(CC)COC(=O)C1=C(C)NC(=O)NC1c1cc(OC)ccc1OC (stereo not drawn),11%,8%,1,-15%,/,?
CCOc1ccc(NC(=O)CSc2nnnn2C2CCCC2)cc1,-4%,2%,10,27%,-7,-3%
CC(=O)Nc1nc2cc(N)ccc2s1,-1%,/,/,9%,/,?
O=C(Nc1ccc(-c2cn3ccsc3n2)cc1)C1CC1,12%,0%,61*,-3%,43*,9.3µM*
C/C(=N\Nc1nncc2ccccc12)c1ccc(O)cc1,-10%,-11%,28*,167%[activator],54*,232%[activator]
CC1CCCCC1NC(=O)CN1c2cccc3cccc(c23)S1(=O)=O (stereo not drawn),2%,/,/,?,/,?
CCN(Cc1ccccc1)c1c(C(=O)O)cnc2c1cnn2C,0%,-1%,-4,-12%,-9,13%
Cc1nnsc1NC(=O)OCc1ccc(Cl)cc1Cl,9%,4%,1,1%,-15,30%[activator]
COc1ccc2[nH]c(C)c(CCN3C(=O)C4CC=CCC4C3=O)c2c1 (stereo not drawn),6%,-4%,-4,/,35,-3%
CCc1noc(C)c1C(=O)Nc1cc(S(=O)(=O)N(CC)CC)ccc1N1CCCC1,-1%,/,/,-7%,/,4%
Cn1c(=O)n(-c2cccc(Cl)c2)c(=O)n1C,-6%,2%,-2,2%,-3,28%
O=C(NCCc1nccs1)C1CCC(=O)N(CCc2ccc(Cl)cc2)C1 (stereo not drawn),-1%,/,-1,-2%,-33,-12%
CCn1c(SCC(=O)Nc2cccc(F)c2)nc2c(c1=O)SC(C)C2 (stereo not drawn),-1%,5%,-2,4.1µM*,4,2.6µM*
CCC(=O)Nc1ccc(Cl)c(NC(=O)c2ccc(Br)o2)c1,-12%,1%,-4,16%,1,/
Cn1c(N)c(Sc2ccc([N+](=O)[O-])cc2)c(=O)n(C)c1=O,3%,0%,-8,11%,16,-13%
O=C(NC(=S)Nc1ccc(Br)c(Cl)c1)C1CC1,0%,/,26*,-1%,32*,?
Cc1ccc(-n2ncc(-c3nnc(SCC(=O)NC4CCCC4)o3)c2N)cc1C,-16%,1%,12,?,42,-23%
CCCOc1ccc(C(=O)NNC(=S)NC(=O)c2cc(-c3ccccc3)nc3ccccc23)cc1,9%,?,1,5%,-6,127%[activator]
CN(C)CCNS(=O)(=O)c1ccc(N2CCc3ccccc32)c([N+](=O)[O-])c1,-17%,?,-3,?,-5,?

# Reprinted at random: two compounds from above
SMILES,Sm TGR block,Giardia FBPA inh,Cycloheximide cs,Pf growth 48h,Shiga toxin inh,Pf growth 96h
COc1cccc(/C=C/C(=O)N2CC(C)OC(C)C2)c1OC (stereo not drawn),-9%,0%,6,13%,1,43%[activator]
CC(c1nccs1)N(C)C(=O)c1cn(Cc2cccc3ccccc23)nn1 (stereo not drawn),-4%,-7%,40*,28%,123*,1%

# At a glance, some entries already given:
SMILES,Sm TGR block,Giardia FBPA inh,Cycloheximide cs,Pf growth 48h,Shiga toxin inh,Pf growth 96h
CC1CCCCC1NC(=O)CN1c2cccc3cccc(c23)S1(=O)=O (stereo not drawn),2%,/,/,?,/,?
CCN(Cc1ccccc1)c1c(C(=O)O)cnc2c1cnn2C,0%,-1%,-4,-12%,-9,13%
Cc1nnsc1NC(=O)OCc1ccc(Cl)cc1Cl,9%,4%,1,1%,-15,30%[activator]
COc1ccc2[nH]c(C)c(CCN3C(=O)C4CC=CCC4C3=O)c2c1 (stereo not drawn),6%,-4%,-4,/,35,-3%
CCc1noc(C)c1C(=O)Nc1cc(S(=O)(=O)N(CC)CC)ccc1N1CCCC1,-1%,/,/,-7%,/,4%
Cn1c(=O)n(-c2cccc(Cl)c2)c(=O)n1C,-6%,2%,-2,2%,-3,28%
O=C(NCCc1nccs1)C1CCC(=O)N(CCc2ccc(Cl)cc2)C1 (stereo not drawn),-1%,/,-1,-2%,-33,-12%
CCn1c(SCC(=O)Nc2cccc(F)c2)nc2c(c1=O)SC(C)C2 (stereo not drawn),-1%,5%,-2,4.1µM*,4,2.6µM*
CCC(=O)Nc1ccc(Cl)c(NC(=O)c2ccc(Br)o2)c1,-12%,1%,-4,16%,1,/
Cn1c(N)c(Sc2ccc([N+](=O)[O-])cc2)c(=O)n(C)c1=O,3%,0%,-8,11%,16,-13%
O=C(NC(=S)Nc1ccc(Br)c(Cl)c1)C1CC1,0%,/,26*,-1%,32*,?
Cc1ccc(-n2ncc(-c3nnc(SCC(=O)NC4CCCC4)o3)c2N)cc1C,-16%,1%,12,?,42,-23%
CCCOc1ccc(C(=O)NNC(=S)NC(=O)c2cc(-c3ccccc3)nc3ccccc23)cc1,9%,?,1,5%,-6,127%[activator]
CN(C)CCNS(=O)(=O)c1ccc(N2CCc3ccccc32)c([N+](=O)[O-])c1,-17%,?,-3,?,-5,?

# Later entries:
SMILES,Sm TGR block,Giardia FBPA inh,Cycloheximide cs,Pf growth 48h,Shiga toxin inh,Pf growth 96h
CCOc1ccc2oc(-c3ccccc3)c(C(=O)O)c2c1,0%,9%,-2,4%,-12,/
COc1cccc(CC2(CO)CCCN(C/C=C/c3ccccc3OC)C2)c1 (stereo not drawn),4%,10%,-5,?,-2,-6%
COc1ccc(CCC2(C)NC(=O)NC2=O)cc1 (stereo not drawn),1%,-2%,-3,11%,-8,-17%[5.75 µM]
O=C(CNC(=O)c1ccc(Cl)cc1Cl)Nc1ccc(F)cc1,13%,2%,3,-5%,16,10%
O=C(O)c1cc(N/N=C/c2c(O)ccc3ccccc23)ccc1Cl,?,?,63*,254%[activator],160*,160%[activator]
COc1ccc(CNC(=O)/C(C#N)=C2\N=C(NC(=O)c3cccs3)c3ccccc32)cc1,0%,2%,-5,3%,-11,?
COC(=O)c1cc(CNC(=O)c2sccc2-c2ccccc2)ccc1OC,-25%,6%,0,2%,-1,7%
COc1ccc(S(=O)(=O)N(Cc2ccccc2)c2ccccc2C(=O)N2CCOCC2)cc1,-3%,-2%,-3,?,2,-8%
OCC1(Cc2cccc(Cl)c2)CCCN(Cc2cn[nH]c2C2CCCCC2)C1 (stereo not drawn),16%,4%,-1,12µM*,-6,8%
COc1ccccc1C(=O)Nc1ccc(Br)cc1C,0%,-3%,29*,57%[activator],63*,?
Nc1cc(N)nc(SCCc2ccccc2)n1,5%,-6%,16*,10%,26,-33%
CC(OC(=O)c1cccc(S(=O)(=O)N2CCCCC2)c1)C(=O)NCC1CCCCC1 (stereo not drawn),3%,/,/,-7%,/,49%[activator]
Cc1ccc(S(=O)(=O)N2CCOCC2)cc1NC(=O)CN1CCN(C)CC1,-1%,/,/,-22%,/,-23%
CCOc1cccc(C2/C(=C(/O)c3ccc4c(c3)CC(C)O4)C(=O)C(=O)N2Cc2cccnc2)c1 (stereo not drawn),-6%,/,3,?,13,?
Cc1ccc(NC(=S)NCc2ccc3c(c2)OCO3)cc1,-12%,-3%,7,12%,6,0%
CC(=O)N1C(C(=O)O)CSC1c1cccc(C)c1 (stereo not drawn),0%,8%,6,/,-4,?
NS(=O)(=O)c1ccc(CNC(=S)NC2CC2)cc1,7%,9%,3,28%,22,2.1µM*
CCOc1ccc(CN(C)C(=O)[C@H](Cc2ccccc2)NC(=O)OCc2ccccc2)cc1OC,-1%,-7%,-7,?,-6,?
CCOC(=O)Cn1c(=O)n(Cc2ccccc2)c(=O)c2cccnc21,5%,-3%,5,-16%,-9,-11%
COc1cccc(N2CCN(C3C4CC5CC(C4)CC3C5)CC2)c1 (stereo not drawn),2%,-8%,22*,/,52,/
Cc1oc(-c2ccccc2F)nc1CN1CCC(C(=O)NCc2ccco2)CC1,-3%,-2%,-1,1%,-6,-20%
